Source: PubChem BioAssay
Rac1 wt GTP bind: human Rac1 wildtype GTP binding, inhibitors and activators. P63000. GST-Rac1 beads, fluorescent GTP binding, flow cytometry; actives lie on both sides; 0 = cold GTP competed, 100 = untreated. GTP binding activity (% of control), % at 10 µM. 0.27% of 190,000 active. AID 757;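 active means GTP binding activity at least 20 points away from the 100% control level, either lower or higher; inconclusive means compound flagged as likely green fluorescent, judged across all proteins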
Cdc42 wt GTP: changes GTP binding to wildtype human Cdc42; P60953; GST-Cdc42 beads, Bodipy-GTP binding, flow cytometry; actives lie on both sides; percent activity (GTP binding), % at 10 µM; 0.2% of 190,000 active; AID 761;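 active means percent activity GTP binding at least 20 points away from the 100% baseline, either down as inhibitor or up as activator; inconclusive means compound flagged as likely green fluorescent from well-wide comparison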;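 further: median bead fluorescence of bound Bodipy-FL-GTP at 100 nM; 0% = excess unlabeled GTP control and 100% = no compound control; below 100% means less GTP binding so inhibitor and above means activator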
Target sequence (P60953 whole entry, looked up): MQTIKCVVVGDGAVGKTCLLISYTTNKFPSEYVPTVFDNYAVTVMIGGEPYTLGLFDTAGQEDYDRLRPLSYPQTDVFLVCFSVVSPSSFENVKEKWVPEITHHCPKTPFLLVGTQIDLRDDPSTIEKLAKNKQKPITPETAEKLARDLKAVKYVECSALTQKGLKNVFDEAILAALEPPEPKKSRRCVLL
Bim-Bcl-W: disrupts Bim peptide binding to human Bcl-W. AID 952. Q92843. inhibition, % at 10 µM. bead-based flow cytometry. 0.02% of 190,000 active;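 further: 0% = bound tracer without compound and 100% = peptide blocker; higher means less fluorescent Bim peptide bound to Bcl-W beads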
Rac1 mut GTP: alters GTP binding to activated mutant human Rac1; GST-Rac1 activated beads, fluorescent GTP binding, flow cytometry; actives lie on both sides; 100% means binding = to untreated wells; percent activity (GTP binding), % at 10 µM; 0.11% of 190,000 active;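 active means GTP binding at least 20 percentage points away from the 100% baseline, in either direction, so actives lie on both sides; inconclusive means Compound likely fluorescent itself, or too few beads counted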
Rab7 wt GTP bind: dog Rab7 wildtype GTP binding, inhibitors and activators; GTP binding activity (percent of control), % at 10 µM; 0.055% of 190,000 active; GST-Rab7 beads, fluorescent GTP binding, flow cytometry; actives lie on both sides; untreated = 100%, excess cold GTP = 0%; AID 758;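 active means fluorescent GTP binding to Rab7 beads changed by at least 20 points from the 100% baseline, either direction, mostly lower; inconclusive means compound itself probably fluorescent, or too few beads counted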;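 further: median green fluorescence of bound Bodipy-FL-GTP per Rab7 bead population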
Rab2 wt GTP: changes GTP binding to wildtype dog Rab2A, up or down; P61105; GST-Rab2 wt beads, Bodipy-GTP binding, flow cytometry; GTP binding activity, % at 10 µM; 0.19% of 190,000 active;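 active means GTP binding activity at least 20 points away from 100%, either lowered or raised; inconclusive means signal likely due to the compound's own green fluorescence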;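 further: 0% = beads with excess unlabeled GTP and 100% = no-compound control corrected for plate trend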
Bim-Bcl-XL: human Bim-Bcl-XL interaction inhibition. Bim peptide-Bcl-XL binding, bead flow cytometry, fluorescence. inhibition, % at 10 µM. 0.04% of 190,000 active
Target sequence (Q07817 whole entry, looked up): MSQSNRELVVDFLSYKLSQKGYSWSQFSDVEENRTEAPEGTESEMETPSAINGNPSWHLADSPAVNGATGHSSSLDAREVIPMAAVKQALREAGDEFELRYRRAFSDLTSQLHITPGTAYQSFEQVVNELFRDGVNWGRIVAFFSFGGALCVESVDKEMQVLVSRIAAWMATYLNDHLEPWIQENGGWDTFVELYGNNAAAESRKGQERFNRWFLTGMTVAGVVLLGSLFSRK
Bfl-1 Bim block: human Bim-Bfl-1 interaction inhibition; Q16548; Bead-based flow cytometry, Bim-Bfl-1 binding inhibition; inhibition, % at 10 µM; 0.12% of 190,000 active; AID 1008;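 further: 0% = wells without compound plus tracer and 100% = blocker peptide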
Bcl-2 Bim block: human Bim-Bcl-2 interaction inhibition. AID 950. 0.06% of 190,000 active. Bead-based flow cytometry, Bim peptide-Bcl-2 binding. P10415. inhibition, % at 10 µM; in the data active means inhibition above about 40%; inconclusive means no clear call, values can overlap the other calls;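 further: 0% = no compound wells with probe peptide and 100% = reference peptide inhibitor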
Target sequence (P10415 whole entry, looked up): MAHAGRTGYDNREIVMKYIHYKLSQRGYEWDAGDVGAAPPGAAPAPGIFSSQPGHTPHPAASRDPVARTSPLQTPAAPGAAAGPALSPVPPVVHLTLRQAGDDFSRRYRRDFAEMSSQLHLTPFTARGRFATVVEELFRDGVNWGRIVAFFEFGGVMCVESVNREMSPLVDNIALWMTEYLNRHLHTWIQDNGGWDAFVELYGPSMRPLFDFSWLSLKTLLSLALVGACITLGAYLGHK
HRas wt GTP bind: changes GTP binding to wildtype human HRas; P01112; GST-Ras wt beads, Bodipy-FL-GTP binding, flow cytometry; actives lie on both sides; GTP binding activity, % at 10 µM; 0.14% of 190,000 active;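 active means GTP binding activity at least 20% away from the 100% baseline, either lowered as inhibitor or raised as activator; inconclusive means flagged as likely green fluorescent, judged across all proteins in the well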;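 further: 0% = unlabeled GTP competition control and 100% = no-compound control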
Bim-Bcl-B: disrupts Bim peptide binding to human Bcl-B; 0.073% of 190,000 active; Q9HD36; inhibition, % at 10 µM; bead-based flow cytometry;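 further: 0% = tracer peptide without compound and 100% = reference inhibitor peptide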
Target sequence (Q9HD36 whole entry, looked up): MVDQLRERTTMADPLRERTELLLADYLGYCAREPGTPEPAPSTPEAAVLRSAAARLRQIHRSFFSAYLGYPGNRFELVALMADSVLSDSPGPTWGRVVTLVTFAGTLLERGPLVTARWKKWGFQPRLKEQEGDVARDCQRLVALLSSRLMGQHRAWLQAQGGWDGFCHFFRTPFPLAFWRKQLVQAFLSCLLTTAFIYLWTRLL
* = called active by the depositor; ? = inconclusive; . = no result given. Unless noted, no stated cut-off is given here; in the data, active means inhibition above about 40%.

item	Rac1 wt GTP bind	Cdc42 wt GTP	Bim-Bcl-W	Rac1 mut GTP	Rab7 wt GTP bind	Rab2 wt GTP	Bim-Bcl-XL	Bfl-1 Bim block	Bcl-2 Bim block	HRas wt GTP bind	Bim-Bcl-B	SMILES
1	97	98	0	93	104	97	2	3	3	95	-3	CS(=O)(=O)n1nc(OC(=O)c2cc(Br)ccc2Cl)cc1N
2	104	104	-4	102	100	103	-3	-5	-1	101	0	O=[N+]([O-])c1cc(-c2nc(-c3ccncc3)no2)cc([N+](=O)[O-])c1
3	100	100	2	96	101	101	-3	-7	0	98	-1	O=C(O)c1ccc(CSc2nnc(-c3ccco3)o2)cc1
4	?	?	0	?	?	?	3	-11	1	?	1	Cc1ccc2nc(Nc3ccccc3)c(/C=N/O)c(=O)n2c1
5	104	101	0	101	96	99	-6	-8	-8	100	-8	c1cn(CC2(Cn3ccnc3)COC2)cn1
6	97	95	0	93	98	97	0	-5	-3	95	-2	CSc1ccc(S(=O)(=O)N(C)Cc2ccccc2)cc1
7	98	103	-2	98	102	101	-3	-6	-4	98	-4	CCN(CC)C(=O)Cn1cc(C(=O)C(=O)NCc2cccs2)c2ccccc21
8	96	99	6	98	96	97	1	18	6	97	-7	CN(C)c1ccc(Nc2nc(-c3cccnc3)cs2)cc1
9	99	99	0	95	97	95	-1	-9	-6	95	-1	CCCCCC(=O)Nc1c(-c2ccc(OC)cc2)c(=O)c2ccccc2n1C
10	?	?	.	?	?	?	.	.	?	?	.	COc1cc(OC)c(-c2c3cc(O)c(=O)cc-3oc3cc(O)c(O)cc23)cc1OC
11	92	94	-13	93	92	92	-17	-3	-3	93	-6	O=C(c1ccc(-c2nc3ccccc3s2)s1)N1CCOCC1
12	100	101	-2	98	106	105	-3	-4	-5	102	-7	O=C(COc1ccc(Cl)cc1Cl)Nc1ccc(CN2CCCCC2)cc1
13	105	98	0	100	98	99	-2	-8	-5	100	-3	Cc1noc(C)c1S(=O)(=O)N1CCCC(C(=O)N2CCc3ccccc3C2)C1 (stereo not given)
14	108	104	-5	107	100	104	-7	-2	-2	106	-8	C/C(=N\NC(=O)c1ccc(N(C)C)cc1)c1ccc(C)cc1C
15	104	101	-5	100	98	99	-9	-21	-11	101	-10	Cc1cc(Cl)ccc1OCC(=O)N1CC(C)CC(C)C1 (stereo not given)
16	100	104	-2	102	99	102	-2	0	1	105	-2	O=C(NC(=S)NC1CCS(=O)(=O)C1)c1cccs1 (stereo not given)
17	97	98	-5	95	99	98	-8	-11	-10	97	-12	Cc1nc2ccc(C(=O)N3CCSCC3)cc2s1
18	103	101	0	99	101	100	-8	-16	-12	100	-8	Cc1c(NC(=O)NCc2ccccc2)c(=O)n(-c2ccccc2)n1C
19	.	.	-2	.	.	.	-2	-2	-2	.	-4	CC(C)c1ccc2c(c1)c(SC(C)(C)C)c(CC(C)(C)C(=O)O)n2Cc1ccc(Cl)cc1
20	101	98	-5	97	102	98	-5	-9	-11	99	-18	Clc1ccc(OCCCCSc2ncccn2)cc1
21	98	100	0	95	92	95	0	0	-16	98	2	C=C(Cl)COC(=O)C1C2C=CC(C2)C1C(=O)O (stereo not given)
22	99	97	-3	96	107	101	-5	-10	-2	102	-9	O=C1CCN(C(=O)CSc2ccc(Cl)cc2)N1
23	103	103	-5	101	94	99	-7	-15	-7	101	-6	COc1cccc(C(C)NC(=O)c2c(F)cccc2Cl)c1 (stereo not given)
24	92	92	0	91	96	94	-3	-3	-3	92	-3	COc1ccc(CN2CCNC(=O)C2CC(=O)NCc2csc(C(C)C)n2)c(OC)c1 (stereo not given)
25	107	102	-1	101	102	101	-6	-17	-12	100	-10	CCOC(=O)C1[C@H]2C(=O)N(CCCOC)C[C@]23C=C[C@H]1O3 (stereo not given in full)
26	95	94	0	96	97	98	1	1	-1	96	0	O=C(CSCC(=O)Nc1ccc2ccccc2c1)NCc1ccccc1
27	102	98	-1	97	106	100	-1	-3	0	100	0	Cc1nnc2c(NC(C)C)nc3ccccc3n12
28	92	93	0	91	92	87	-5	-2	-4	91	-8	COc1ccc(OCc2nc3ccc(S(=O)(=O)Nc4ccccc4Cl)cc3[nH]2)cc1
29	94	95	-6	98	94	94	-9	-14	-7	97	-11	Fc1ccc(Nc2cccc3nccnc23)cc1
30	96	101	0	99	96	100	0	-6	-8	102	-5	Cc1ccc(NS(=O)(=O)c2cc(C(=O)NCc3ccccn3)ccc2Cl)cc1
31	106	103	-3	105	105	103	-6	-15	-11	103	-10	O=C(C1CCCO1)N1CCN(C(=S)Nc2ccccc2F)CC1 (stereo not given)
32	91	90	3	92	105	93	1	-5	0	94	-1	Cn1nccc1C(=O)Nc1sc2c(c1C(N)=O)CCCC2
33	106	102	.	101	100	100	.	.	?	100	.	CC(C)Nc1nc(NC(C)C)nc(NS(=O)(=O)c2ccc(N)cc2)n1
34	102	99	-1	97	100	98	-1	-1	-5	97	-4	Cc1cc(Br)cc(Cl)c1OCC(=O)NC(=O)NCc1ccccc1
35	102	102	0	97	103	99	0	3	6	100	9	COc1ccccc1N1CCN(/N=C/c2ccc(OC)c(OC)c2OC)CC1
36	101	96	-1	97	107	99	-1	-2	-4	99	-4	O=C(O)c1ccccc1N/C=C\[N+](=O)[O-]
37	98	102	-2	98	95	99	-1	-5	0	99	0	CN(C)c1ccnc(SCc2ccccc2Cl)c1C#N
38	95	100	0	97	99	94	0	-1	0	96	-3	O=C(NC(=S)NCc1ccc2c(c1)OCO2)c1ccccc1
39	95	97	-1	93	97	96	0	-15	-9	100	-13	O=C1CC(c2ccccc2)CC(O)=C1C=NCc1ccccc1Cl (stereo not given)
40	97	97	0	93	98	95	-4	-4	-3	97	-4	CCCN(C(=O)COc1ccc(Cl)cc1Cl)c1c(N)n(Cc2ccccc2)c(=O)[nH]c1=O
41	104	100	-9	99	103	100	-7	-2	-3	99	-6	NC(=O)CS(=O)(=O)c1nc2ccccc2n1Cc1ccccn1
42	99	102	-5	98	99	98	-11	-3	-3	100	-11	Cc1oc(-c2ccccc2F)nc1CS(=O)CC(=O)NCc1cccs1 (stereo not given)
43	100	95	-3	99	97	96	-7	0	-1	97	-5	CCOC(=O)Nc1ccc2c(COC(=O)CNS(=O)(=O)c3cccc(Br)c3)cc(=O)oc2c1
44	107	104	2	99	101	99	2	4	3	102	-2	COc1c(OC2OC(C(=O)O)C(O)C(O)C2O)cc(O)c2c(=O)cc(-c3ccccc3)oc12 (stereo not given)
45	103	101	-3	99	99	101	-2	-1	0	100	0	COc1ccc2c(c1OC)C(=O)O[C@@H]2[C@H]1c2c(cc3c(c2OC)OCO3)CCN1C
46	104	102	-4	98	99	97	-8	-12	-10	100	-6	Cc1ccc(Cn2c(N3CCCCCC3)nc3c2c(=O)[nH]c(=O)n3C)cc1
47	?	?	-5	?	?	?	-2	-1	-3	?	0	Cc1nc2ccc3nc(NC(=O)c4ccc5c(c4)OCCO5)sc3c2s1
48	103	95	-4	99	99	95	-4	-3	-2	99	-6	CC1CCCCC1NC(=O)/C(C#N)=C/c1ccc2c(c1)OCCO2 (stereo not given)
49	96	93	1	96	102	97	0	-6	0	99	-4	O=C(COc1ccccc1C(=O)NCc1ccncc1)Nc1ccc(Br)cc1
50	102	102	-3	99	99	101	-7	1	-1	102	-11	[O-]/C(=C(\C(=S)Nc1cccc2ccccc12)[n+]1ccccc1)c1ccc(Cl)s1
51	100	99	0	96	96	96	-2	1	-6	98	-7	CCOC(=O)C1(CCCc2ccccc2)CCN(C(=O)CCOC)CC1
52	99	96	-4	96	104	99	-2	-4	0	99	-3	COc1ccc(NC(=O)c2ccccc2N(Cc2ccccc2)S(C)(=O)=O)cc1OC
53	103	100	-2	97	101	100	-8	-7	-3	100	-5	CC(C)(C)n1nnnc1C(c1cccs1)N1CCN(Cc2ccc3c(c2)OCO3)CC1 (stereo not given)
54	?	?	-4	?	?	?	-3	-6	-4	?	-5	CCOc1cccc(CNCc2cccnc2)c1OCc1ccccc1
55	98	99	-5	95	109	102	-2	-3	-5	102	-5	O=C1CCCC(O)=C1N=Nc1ccc(Cl)c(Cl)c1
56	101	100	-2	98	101	101	-12	-11	-10	101	-10	Cc1onc(-c2c(F)cccc2Cl)c1C(=O)NCc1cccs1
57	100	97	-6	97	106	98	-6	-14	-13	99	-8	COc1ccc(-c2cc(-c3cc(C)ccc3O)[nH]n2)cc1
58	95	92	-2	90	92	90	-3	-17	-9	93	-9	CCN(CC)c1ccc(C=Nc2ccccc2C)c(O)c1
59	100	102	0	98	99	101	-3	0	0	101	-4	Cc1cc(C(=O)CSc2nnc(Nc3ccccc3F)s2)c(C)n1CC1CCCO1 (stereo not given)
60	93	94	0	91	93	93	-2	-5	-4	93	-7	CCOC(=O)c1c(C)c(C(=O)NCCc2ccccc2)c(C)n1C
